Assay outcomes deposited in PubChem by several laboratories.
SUMO HTRF inh: inhibitors of in vitro SUMOylation cascade, primary screen, biochemical, HTRF, uHTS; hit rate 0.36% among 290,000; inhibition, % at 35 µM; HTRF SUMOylation assay, SAE1/SAE2 + UBC9; SUMO-conjugating enzyme UBC9 (Homo sapiens), P63279; in the data active means inhibition above about 50%, passing the limit was not always enough; further: strong numbers were not always called active
NALP1 inh: NALP1 inflammasome inhibitors in reconstituted yeast, colorimetric, S. cerevisiae, triplicate retest. S. cerevisiae NALP1/ASC/caspase-1 growth, X-gal OD620, 72 h. hit rate 0.61% among 280,000. inhibition, % at 10 µM; in the data active means inhibition mostly above about 24%, no sharp cut-off; inactive means mostly below about 32%; further: some compounds called inactive have numbers as strong as hits
IDE inh: human IDE inhibitors in live cells, primary screen, fluorescence polarization, HEK cells, FAbetaB substrate. inhibition, % at 5.59 µM. hit rate 0.41% among 320,000. AID 434962, 2010. FAbetaB cleavage;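 active means percent inhibition above the average of all tested compounds plus 3 SD, set per screening campaign, cut at about 16% in these data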;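 further: IDE supplied by intact live HEK cells; FP after avidin binding of uncleaved biotin substrate so inhibition keeps polarization high; 0% = DMSO wells and 100% = 60 µM reference IDE inhibitor Ii1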
Target sequence (P14735 whole entry, looked up): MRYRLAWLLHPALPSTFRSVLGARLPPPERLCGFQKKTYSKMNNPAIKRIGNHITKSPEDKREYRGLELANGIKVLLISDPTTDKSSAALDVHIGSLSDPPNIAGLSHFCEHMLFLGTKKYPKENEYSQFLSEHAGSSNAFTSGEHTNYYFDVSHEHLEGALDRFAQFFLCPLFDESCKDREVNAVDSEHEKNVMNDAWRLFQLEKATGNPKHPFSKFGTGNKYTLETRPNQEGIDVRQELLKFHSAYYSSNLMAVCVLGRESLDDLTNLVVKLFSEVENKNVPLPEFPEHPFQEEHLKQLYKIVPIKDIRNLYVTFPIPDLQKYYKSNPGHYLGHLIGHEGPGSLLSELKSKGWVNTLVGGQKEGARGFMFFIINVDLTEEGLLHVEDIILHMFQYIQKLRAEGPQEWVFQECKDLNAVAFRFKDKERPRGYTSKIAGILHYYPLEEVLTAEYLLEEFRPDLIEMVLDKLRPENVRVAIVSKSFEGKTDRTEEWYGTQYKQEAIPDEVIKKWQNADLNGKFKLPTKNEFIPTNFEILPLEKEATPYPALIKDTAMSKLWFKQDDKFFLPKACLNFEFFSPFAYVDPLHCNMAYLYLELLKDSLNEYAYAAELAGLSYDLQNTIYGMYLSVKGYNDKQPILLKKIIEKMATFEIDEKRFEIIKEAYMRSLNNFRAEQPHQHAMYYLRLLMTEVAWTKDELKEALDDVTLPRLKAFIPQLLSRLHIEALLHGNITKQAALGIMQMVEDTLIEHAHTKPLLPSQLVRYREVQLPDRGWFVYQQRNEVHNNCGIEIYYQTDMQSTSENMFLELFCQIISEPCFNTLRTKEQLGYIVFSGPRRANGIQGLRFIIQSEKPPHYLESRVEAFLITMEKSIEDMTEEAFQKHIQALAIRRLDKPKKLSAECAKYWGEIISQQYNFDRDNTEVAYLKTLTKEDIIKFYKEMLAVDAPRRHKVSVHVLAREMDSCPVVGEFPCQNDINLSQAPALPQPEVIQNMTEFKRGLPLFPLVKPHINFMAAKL
IDE cell activ: human IDE activators in live cells, primary screen, fluorescence polarization, HEK cells, FAbeta-B substrate. AID 493087, 2011. activation, % at 5.96 µM. FAbeta-B cleavage; 0% vehicle, 100% cell-free pure enzyme wells. hit rate 0.073% among 340,000. Insulin-degrading enzyme (Homo sapiens), P14735;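 active means activation above the mean of all tested compounds plus 3 SD, set per screening campaign, cut at about 17% in these data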
MEKK2 mut-MEK5: MEK5 binding signal on mutant MEKK2 PB1, primary screen, biochemical, multiplex bead flow cytometry, Alexa488-MEK5 | percent response, % at 10 µM | Alexa488-MEK5 binding to MEKK2 mutant | hit rate 0.35% among 290,000; in the data active means percent response above about 24%, passing the limit was not always enough; further: inactives centre near 1; some results filed as inactive read as strong as hits; reference of the scale not given here
M18AAP inhibitor: PfM18AAP inhibitors, malaria aminopeptidase, primary screen, biochemical, QFRET, recombinant enzyme; H-Glu-NHMec fluorogenic cleavage; inhibition, % at 7.35 µM; hit rate 1.2% among 290,000; AID 1822, 2009;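 active means inhibition above the campaign mean inhibition over all tested compounds plus 3 SD, cut at about 28% in these data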;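 further: 0% = plate median of test compound wells and 100% = 2 mM ZnCl2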
MEKK3 PB1 HTS: modulators of MEKK3-MEK5 PB1 binding, primary screen, biochemical, wildtype MEKK3, multiplex bead flow cytometry, Alexa488-MEK5; Mitogen-activated protein kinase kinase kinase 3 (Homo sapiens), Q99759; AID 1529, 2009; hit rate 1.4% among 290,000; binding response (% of control), % at 10 µM; bead-based flow cytometry, Alexa488-MEK5 binding to MEKK3; actives lie on both sides; 0 = blocked by unlabeled MEK5, 100 = vehicle;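 active means binding response more than 3 SD above or below the average of its plate-row segment, actives on both sides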;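 further: Alexa488 bead fluorescence after subtracting the streptavidin-only scavenger bead signal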
pCIP destab: p/CIP-EGFP fusion destabilizers, primary screen, fluorescence, F442A cells. Q05BA5. 16 h. decrease of EGFP signal, % at 10 µM. hit rate 0.01% among 290,000. AID 1984, 2009;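 active means EGFP signal decrease of at least 30% at 10 µM or well 3 SD below plate mean, unless failing retest; inactive means the rest, including hits failing retest or dose response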; further: some compounds called inactive have numbers as strong as hits; many of its hits are not listed in these tables
MEKK2 WT-MEK5: modulators of MEK5 binding to wildtype MEKK2, primary screen, biochemical, multiplex bead flow cytometry, Alexa488-MEK5 | Alexa488-MEK5 binding to MEKK2 WT; actives lie on both sides | binding response (% of control), % at 10 µM | hit rate 1.1% among 290,000 | AID 1531, 2009; in the data active means binding response below about 67% or above about 130%
Starred values were filed as active, the others as inactive; . = not tested or not shown. This is a subset (hit frequency here may not be typical).

SMILES	SUMO HTRF inh	NALP1 inh	IDE inh	IDE cell activ	MEKK2 mut-MEK5	M18AAP inhibitor	MEKK3 PB1 HTS	pCIP destab	MEKK2 WT-MEK5
COc1ccc(CCC(C)NCC2CCCCC2)cc1 (stereo not drawn)	-8	31	5	8	14	2	100	-7	115
Cc1c(Br)c([N+](=O)[O-])nn1C(C)C(=O)NCc1ccco1 (stereo not drawn)	-11	20	6	-2	7	4	96	-10	101
O=c1oc(Nc2cccc(F)c2)nc2ccccc12	-8	17	-4	-1	10	-7	107	-16	105
Cc1ccc(-n2c(C)nn(CC3CC3)c2=O)cc1	-3	-7	3	-5	-3	-12	97	-10	97
Cn1c(N)c(C(=O)COC(=O)c2cc(-c3ccco3)nc3ccccc23)c(=O)n(Cc2ccccc2)c1=O	22	28	3	.	-5	5	101	-15	90
O=C1c2cccc(OCC(=O)N3CCCc4ccccc43)c2CCN1Cc1ccc(Br)cc1	-13	43	0	4	-9	-2	95	14	87
Cc1cc(C)nc(NS(=O)(=O)c2ccc(NC(=O)c3ccc(O)cc3O)cc2)n1	5	-3	.	4	5	7	103	-9	108
O=C(c1ccc2ccccc2c1)N1CCN(c2ccccc2)CC1	7	9	1	1	2	-1	104	-13	99
Cc1cc(=O)n(CC(=O)Nc2cc(Cl)ccc2C)c(C(C)C)n1	5	-2	-4	5	-2	-7	101	-3	96
O=C(Nc1cc(Cl)ccc1Oc1ccccc1)c1ccc(F)cc1	2	24	2	-1	4	3	99	-1	97
COc1cc2nc(N(CCN(C)C)C(=O)c3ccc4ccccc4c3)sc2cc1OC	6	10	6	0	9	-7	100	-7	113
COc1ccc(CCNC(=O)CN2C(=O)c3cccc4cccc(c34)C2=O)cc1OC	-1	10	6	4	0	-8	106	8	102

A run of entries from the list above:
SMILES	SUMO HTRF inh	NALP1 inh	IDE inh	IDE cell activ	MEKK2 mut-MEK5	M18AAP inhibitor	MEKK3 PB1 HTS	pCIP destab	MEKK2 WT-MEK5
Cn1c(N)c(C(=O)COC(=O)c2cc(-c3ccco3)nc3ccccc23)c(=O)n(Cc2ccccc2)c1=O	22	28	3	.	-5	5	101	-15	90
O=C1c2cccc(OCC(=O)N3CCCc4ccccc43)c2CCN1Cc1ccc(Br)cc1	-13	43	0	4	-9	-2	95	14	87

Going on with the list.
SMILES	SUMO HTRF inh	NALP1 inh	IDE inh	IDE cell activ	MEKK2 mut-MEK5	M18AAP inhibitor	MEKK3 PB1 HTS	pCIP destab	MEKK2 WT-MEK5
O=C(CN1CCN(CCN2C(=O)c3cccc4cccc(c34)C2=O)CC1)c1ccc(F)cc1	-8	27	-1	0	7	3	104	6	111
Cc1ccc2sc(NNC(=O)c3ccc4c(c3)OCCO4)nc2c1C	19	16	0	2	-4	23	106	-2	95
COc1ccc(-n2nnc3c(=O)n(CC(=O)N4CCC(C)CC4)cnc32)cc1	15	29	-1	1	8	0	108	-12	112
O=C(CN1C(=O)C2C3c4ccccc4C(c4ccccc43)C2C1=O)Nc1cccc(C(=O)O)c1 (stereo not drawn)	6	20	2	1	-4	-7	96	-2	95
Cc1ccc(S(=O)(=O)NC(CC(C)C)C(=O)N2CCCC2)cc1 (stereo not drawn)	6	-3	10	4	2	-8	100	2	101
COc1cccc(C(=O)N2CCN(S(C)(=O)=O)CC2)c1	16	-24	-2	5	0	-7	101	1	97
CCN(CC)c1ccc(N2C(=NC(=O)C3CC3)SC3CS(=O)(=O)CC32)cc1 (stereo not drawn)	3	25	1	1	-1	4	102	9	99
Cc1nc(-c2cccc(S(=O)(=O)N3CCC(C)CC3)c2)cs1	-33	4	3	7	.	-13	.	3	.
CN(C)CCN(C(=O)c1ccc(N2C(=O)CCC2=O)cc1)c1nc2cc3c(cc2s1)OCO3	1	-4	6	6	1	5	100	-5	107
Cc1cc(C(=O)N/N=C/c2ccc3c(c2)OCO3)c(C)n1-c1ccc(F)cc1	6	11	6	-2	-13	-1	101	-1	82
c1ccc2c(c1)OCCOCCOCCOCCOCCOc1ccccc1OCCOCCOCCO2	-6	26	4	-7	0	-5	101	0	101
COc1ccc2nc(-c3ccccn3)[nH]c2c1	4	-8	1	0	5	3	97	-22	101
CCCCn1c(O)c(N=Nc2ccccn2)c2ccccc21	-10	36	0	4	-1	-1	98	-15	100
O=[N+]([O-])c1ccccc1-c1nc(-c2ccc(Br)o2)no1	2	6	0	4	-3	4	100	9	100
Cn1c(SCC(=O)Nc2ccc3[nH]c(=O)[nH]c3c2)nnc1-c1ccc(F)cc1	16	.	10	-2	3	3	104	-4	106
CC(C)c1ccc(NC(=O)C(c2ccccc2)N(C)C(=O)CCc2c[nH]c3ccccc23)cc1 (stereo not drawn)	.	.	0	2	-7	.	102	.	92
COc1ccc(C2C(C(=O)N3CCN(c4ccccc4)CC3)c3ccccc3C(=O)N2C)cc1 (stereo not drawn)	-21	4	1	4	2	3	102	-49	99
COC(=O)c1cccc(NC(=O)CC2NCCNC2=O)c1 (stereo not drawn)	7	-10	11	6	-8	0	93	-7	94
O=C(CSc1ncn[nH]1)NCc1ccc(Cl)cc1	-4	22	2	-2	-5	27	99	-16	100
CCS(=O)(=O)N1CCC(C(=O)NCCCN2CCCCCC2)CC1	-1	37	0	4	1	1	85	2	111
O=C(NC(=O)c1ccccc1)NC1(C(F)(F)F)OCCO1	2	21	8	.	3	9	102	7	95
CC(=O)c1cccc(NC(=O)c2cnn(-c3ccccc3)c2C)c1	8	14	-3	-5	4	-15	108	-1	106
Nc1nc(SC23CC4CC(CC(C4)C2)C3)ns1	-22	.	11	13	-4	-7	91	4	95
COc1cc(C2C(C#N)=C(N)N(c3cccnc3)C3=C2C(=O)CC(C)(C)C3)ccc1O (stereo not drawn)	19	-47	0	1	11	17	119	-9	115
O=C(NC(NC(=S)Nc1ccc(Cl)cc1Cl)C(Cl)(Cl)Cl)c1cccc([N+](=O)[O-])c1 (stereo not drawn)	-28	0	-3	4	14	4	141*	-5	145*
COC(=O)[C@@H](NC(=O)c1ccccc1OC1CCN(S(C)(=O)=O)CC1)C(C)C	9	8	2	10	14	0	108	-13	115
CCN(CC)S(=O)(=O)c1ccc2oc(Nc3ccc(OC)cc3OC)nc2c1	-16	12	-1	-3	7	-2	106	3	112
c1ccc2c(Nc3nnc(-c4ccncc4)s3)cccc2c1	-10	2	1	0	4	3	100	-2	101
CCSc1nc(O)c(CC)c(=O)n1C(C)CC (stereo not drawn)	-3	25	3	-3	11	-11	107	2	107
O=c1[nH]c(-c2ccc(O)cc2)nc2scc(-c3cccs3)c12	11	0	3	3	2	3	100	-5	93
O=C(CCSc1nnc2ccc3ccccc3n12)Nc1ccc(F)cc1	2	-5	0	4	0	-1	91	-3	93
O=C(/C=C/c1ccc(Br)cc1)Nc1ccc(S(=O)(=O)Nc2ncccn2)cc1	15	2	5	-17	-1	1	100	-18	101
COC(=O)c1cc(OC)c(OC)cc1NC(=O)c1ccccc1	14	7	0	5	11	-8	113	0	112
COc1ccc(NC(=O)c2ccc3snnc3c2)cc1	-5	6	-1	3	-3	0	97	-28	99
O=c1oc2ccccc2cc1-c1cn2ccccc2n1	20	14	-2	8	-11	-6	97	-12	86
CCOC(=O)N1CCN(S(=O)(=O)c2ccc3[nH]cc(C(=O)O)c(=O)c3c2)CC1	-3	-5	-1	2	16	0	104	-6	103
COc1nc(Oc2ccc(C(=O)O)cc2)nc(Oc2ccc(C(=O)O)cc2)n1	26	8	-2	-3	-7	5	93	-13	96
CC(=O)c1cccc(N=Cc2c(O)c3ccccc3oc2=O)c1	16	-46	-5	-2	6	-1	103	-18	109
CCOC(=O)C1(c2nc(N)cs2)COC(=O)C1 (stereo not drawn)	-36	2	0	6	-8	0	97	5	96
Cc1c(NC(=O)/C(C#N)=C/c2ccc(-c3cccc(Cl)c3)o2)c(=O)n(-c2ccccc2)n1C	6	23	5	-4	-5	-4	89	3	91
Cc1ccc(N(CC(=O)NC2CCCCCC2)S(=O)(=O)c2c(C)nn(C)c2C)cc1	4	-1	1	4	0	-5	104	10	103
CCn1nc(C)c(NC(=O)/C=C/c2ccc(OC)c(COc3ccc(Cl)cc3Br)c2)c1C	38	13	2	7	1	-2	106	9	101
COCCCC1CCN(C(=O)C2CCC(=O)N(Cc3ccccc3F)C2)CC1 (stereo not drawn)	-7	-8	.	-5	0	-4	100	-4	98
CCCOc1ccc(/C=c2\sc3ncnn3c2=O)cc1	11	-2	-14	7	-1	73*	103	-9	95
Cc1nn(C)c(C(=O)N/N=C/c2ccc(C(F)(F)F)cc2)c1[N+](=O)[O-]	-6	21	3	-2	2	-4	107	-2	105
Cn1cccc1/C=C1\SC(=S)N(NC(=O)c2ccc(F)cc2)C1=O	5	-18	13	3	-11	12	97	-3	84
N#C/C(=C\c1ccc2c(c1)OCO2)C(=O)NCc1ccco1	-2	9	4	0	2	3	107	7	103
COC(=O)C1=C(C)N=c2s/c(=C/c3cccs3)c(=O)n2C1c1cccs1 (stereo not drawn)	-6	16	2	4	-1	0	105	-18	90
O=C(c1cc([N+](=O)[O-])ccc1N1CCN(S(=O)(=O)c2ccc(Cl)c(Cl)c2)CC1)N1CCOCC1	-2	21	8	5	-2	-7	99	2	98
Cc1ccc2nc(SCc3nnc(-c4ccccc4Br)o3)[nH]c2c1	19	5	4	8	1	-10	100	-3	100
CSc1nnc(NC(=O)c2ccco2)s1	8	12	0	-2	6	0	114	-1	115
Cc1ccc(NC(=O)Nc2nnc(Cc3ccc([N+](=O)[O-])cc3)s2)cc1C	22	23	2	1	0	-2	116	-8	105
Cc1occc1-c1nnc(SCC(=O)Nc2nccs2)n1CCc1ccccc1	9	7	3	.	1	3	97	-17	98
COc1cccc2c1C(=O)c1ccc3ccccc3c1C2=O	52	2	3	5	-7	17	99	0	89
COc1ccc(CNC(=O)c2ccccc2NS(C)(=O)=O)cc1	11	5	-1	2	-3	-12	100	-1	97
Cc1cc(C)n(-c2nnc(C)n2/N=C/c2ccccc2OCc2ccccc2Cl)n1	-5	7	3	4	-13	-9	85	-8	76
CCOC(=O)Cc1nnc(Nc2ccc(C(=O)NC)cc2)c2ccccc12	26	2	1	0	-10	4	92	-6	99
O=C(Nc1c2c(nn1-c1ccc(F)cc1)CS(=O)(=O)C2)c1ccc(Br)o1	.	7	-2	-1	1	-7	101	-5	98
O=C(c1ccc(Br)o1)N(Cc1ccccc1)c1ccccn1	-3	-2	2	-3	-14	-6	73	7	81
Cc1oc(CC(C)C)cc1C(=O)Nc1cccc2ccccc12	-15	-7	-3	5	-4	3	97	-4	93
Continued:
SMILES	SUMO HTRF inh	NALP1 inh	IDE inh	IDE cell activ	MEKK2 mut-MEK5	M18AAP inhibitor	MEKK3 PB1 HTS	pCIP destab	MEKK2 WT-MEK5
CC(NC(=O)c1cccc(N(C)C)c1)c1ccc(-n2ccnc2)cc1 (stereo not drawn)	20	2	0	6	-4	0	102	16	101
CCCCc1cc(=O)oc2cc(OCc3cc(OC)c(OC)c(OC)c3)c(Cl)cc12	-2	29	0	10	0	-1	97	-11	96
Cc1ccc(S(=O)(=O)C(C#N)c2nc3ccccc3nc2N2CC(C)OC(C)C2)cc1C (stereo not drawn)	84	-26	-1	2	1	-5	101	-7	95
O=C(NCc1ccco1)c1ccc(CS(=O)(=O)Cc2ccc(F)cc2)o1	-2	38	7	3	7	1	108	4	109
CCC1CCCCN1C(=O)CSc1nc2c([nH]c3ccccc32)c(=O)n1C (stereo not drawn)	5	17	0	3	-2	-1	97	9	97
